Screening results: PubChem, several laboratories
b-catenin transl = modulators of beta-catenin nuclear translocation; HeLa beta-catenin nuclear translocation, immunofluorescence imaging; nuclear translocation activity, % at 5 µM; hit rate 0.3% among 190,000; AID 1665;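 active means nuclear translocation activity above 50% at 5 µM, with a well cell count of 50 or more; inconclusive means wells under 50 cells across six images, flagged as toxic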;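 further: per-cell ratio of nuclear to cytoplasmic median beta-catenin stain intensity; plate controls were DMSO negative control for no effect and GSK-3 inhibitor IX positive control for full effect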
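assay system = human HeLa cells, endogenous beta-catenin | times = compound treatment 24 h, 37°C, 5% CO2 | detection = Anti-beta-catenin immunofluorescence on PFA-fixed, Triton-permeabilized cells, DAPI nuclei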
T cell HTS = T cell immune modulation candidate. hit rate 0.068% among 330,000. calls only at 7 µM. 2C CD8+ T cell-vesicle binding, flow cytometry; hits give low values;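 active means response, share of CD8 T cells binding vesicles, and their 90th percentile fluorescence all below set limits, cut at about 80% in these data, passing the limit was not always enough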
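Also added: QL9-peptide-loaded Drosophila micro-vesicles bearing Ld, ICAM-1 and B7-1; Test system: purified 2C TCR transgenic mouse naive CD8+ T cells; Measured by: cytometric PE anti-B7-1 and Alexa647 anti-CD8 signals after 1% paraformaldehyde fixation; Timing: binding step 1.5 h, 37 °C, antibody labelling 20 min, ice.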
Salmonella PhoP GFP = PhoP-dependent GFP reporter repression – Salmonella Typhimurium, primary screen (AID 1863) | inhibition, % at 50 µM, or IC50 in µM where a hit was titrated | hit rate 0.16% among 300,000 | S. Typhimurium PhoP-regulated promoter GFP reporter, 4 h; higher % means a stronger effect;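 active means inhibition over 29.93%, a cutoff 3 SD above the screen mean, later confirmed by dose response; inconclusive means inhibition over 29.93% but no dose response follow-up; inactive means inhibition at most 29.93% or unconfirmed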;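 further: 0% = low Mg2+ inducing control and 100% = high Mg2+ repressing control; strong numbers were not always called active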
Autophagy mod = alters autophagy in cells | MEF GFP-LC3 puncta imaging; test concentration mostly 10 µM | calls only at 10 µM (by protocol) | hit rate 0.98% among 190,000 | AID 463193;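 active means percentage of spot-positive cells more than 3 SD above its plate mean, without a fluorescence outlier flag or 80% toxicity; inconclusive means no clear call, values can overlap the other calls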;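 further: spot-positive cell cutoff set from DMSO-treated cells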
Ins promoter up = MIN6 insulin promoter up-regulation | MIN6 insulin promoter-GFP reporter, high-content imaging; hits give high values | z-score at 5 µM | hit rate 0.3% among 190,000 | AID 1625;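 active means z-score above 3 at 5 µM with at least 500 cells counted in the well; inconclusive means wells under 500 cells, flagged as cytotoxic or low count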
MT stabilize HCS = stabilizes microtubules in HeLa cells | HeLa tubulin immunostaining HCS, 24 h; share of cells brighter than vehicle mean+2SD | hit rate 0.83% among 200,000 | % tubulin-high responders, % at 10 µM;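 active means plate Z-score above 3 for both tubulin-high and condensed-nucleus cell shares, with cell loss under 80%, at 10 µM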;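 further: anti alpha tubulin signal scored within the nucleus-defined area of each cell; some results filed as inactive read as strong as hits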
ER stress rescue = protection against thapsigargin-triggered cell killing – 384-well, CSM14.1, ATP luminescence, primary screen (AID 1222); CSM14.1 thapsigargin-induced death rescue, ATP luminescence; higher % means a stronger effect; one-dose cellular ATP content (survival), % at 20 µM; EC50 in µM for titrated hits; 190,000 tested, under 10 active;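 active means EC50 below 50 µM in the dose-response confirmation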;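 further: death triggered by thapsigargin at about 15 µM added after 2 h compound pretreatment; cell ATP read after overnight thapsigargin exposure of roughly 18 to 22 hours; normalized against plate controls of thapsigargin alone and 5% DMSO vehicle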
Dynein transport = dynein cargo transport inhibition; 3617.4 mouse cells, GR-EGFP nuclear translocation imaging; test concentration mostly 20 µM; stimulated with dexamethasone, 1 µM; hits give low values; z-score, hits read low; hit rate 0.47% among 220,000; AID 1381;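 active means plate z-score of nuclear minus cytoplasmic receptor signal below a set negative limit, without overly bright fluorescence or cell loss, cut at about -3.5 in these data, passing the limit was not always enough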;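 further: z-score of nuclear minus cytoplasmic ring GR-EGFP intensity difference per well; some compounds called inactive have numbers as strong as hits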
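medium = tetracycline-free induction medium containing charcoal-stripped FBS | also added = 1.0 µM final dexamethasone stimulus | schedule = 48 h induction, 1 h compound, 30 min dex at 37 °C | technique = fixed, Hoechst-stained cells imaged at 10x for EGFP | measure = GR-EGFP nuclear translocation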
Lipid droplet = hepatic lipid droplet formation modulation; hit rate 0.4% among 240,000; AML12 mouse hepatocytes, oleate lipid droplets, BODIPY imaging; inhibition, % at 6.5 µM;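 active means lipid droplet intensity inhibited by at least 50%, with more than 500 cells counted; inconclusive means wells with under 300 cells, treated as cytotoxic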
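Material: mouse AML12 hepatocyte cell line, fixed after treatment; Timing: compound with oleate, overnight; Technique: high-content imaging of BODIPY-stained droplets and DAPI nuclei; Probe or stimulus: oleate, 100 µM final; Dosing: compound at 6.5 µM only.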
Dynein transport cytoplasmic EGFP = recorded beside Dynein transport, whose call it bears; z-score; measured here: cytoplasmic GR-EGFP intensity; hits give high values
Dynein transport nuclear GR-EGFP = recorded beside Dynein transport, whose call it bears; z-score; measured here: nuclear GR-EGFP intensity;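 lower value marks the stronger effect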
Dynein transport cell count = second read-out of Dynein transport, no call of its own (marks repeat the call); z-score; measured here: cell count per field
Ins promoter up cell count = further read-out of Ins promoter up, marked with its call; cell count; measured here: cytotoxicity, nuclei count;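 total cells summed across four imaged fields per well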
Lipid droplet cells 6.5 µM = also measured in Lipid droplet; calls as there; cell count; measured here: cell count, cytotoxicity flag;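 cells counted across two imaged fields per well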
b-catenin transl cell count 5 µM = also measured in b-catenin transl; calls as there; cell count; measured here: cell count, cytotoxicity flag
T cell HTS vesicle-bound % = further read-out of T cell HTS, marked with its call; double positive events, %; measured here: CD8+ vesicle-bound cell fraction;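 binding gate set so that unloaded-vesicle control wells show 10% double positive cells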
MT stabilize HCS Hoechst-high % = also measured in MT stabilize HCS; calls as there; % Hoechst-high responders; measured here: nuclear condensation Hoechst responders;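 share of cells brighter than vehicle mean plus two SD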
MT stabilize HCS cytotoxicity % = further read-out of MT stabilize HCS, marked with its call; toxicity, %; measured here: cytotoxicity by cell density;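 0% = mean cell density of plate MIN control wells and 100% = no cells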
Autophagy mod cell loss 18 h = further read-out of Autophagy mod, marked with its call; toxicity, %; measured here: cell loss, nuclei count;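 cell loss after 18 h compound exposure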
The depositor's hits bear a star; i = inactive; u = inconclusive; x = not tested or not shown. Compounds as they come. Share with any hit: about 3%.

Values run as follows: b-catenin transl	b-catenin transl cell count 5 µM	T cell HTS	T cell HTS vesicle-bound %	Salmonella PhoP GFP	Autophagy mod	Autophagy mod cell loss 18 h	Ins promoter up	Ins promoter up cell count	MT stabilize HCS	MT stabilize HCS Hoechst-high %	MT stabilize HCS cytotoxicity %	ER stress rescue	Dynein transport	Dynein transport cytoplasmic EGFP	Dynein transport nuclear GR-EGFP	Dynein transport cell count	Lipid droplet	Lipid droplet cells 6.5 µM
1	Cc1ccc(/C=C/C(=O)N2CC(C)CC(C)C2)o1 (stereo unspecified)
    x	x	i	55	4%	i	-2	x	x	2.9	1.4	1.1	6.0%	-1.9	-0.17	-1.2	0.052	x	x
2	Cc1noc(C(=O)NCc2ccco2)c1Cl
    -3.6	1229	i	37	-4%	i	-1	-0.57	1328	4.5	1.6	4.0	0.0%	-0.97	-0.17	-0.18	0.069	4	733
3	O=C(Cc1ccccc1)Nc1nnc(SCC(=O)NC2CCCC2)s1
    -0.2	1046	i	6	-3%	i	-13	0.64	1293	2.9	2.6	11	x	0.58	-0.2	0.41	0.77	-5	703
4	O=C(Nc1cccc2c1CCCC2)c1ccc(Cl)c([N+](=O)[O-])c1
    -1.7	1106	i	55	-6%	i	-4	-0.33	1331	1.6	2.1	2.7	0.6%	0.027	-0.22	0.099	0.24	-3	554
5	CSC(SC)=C(C(C)=O)C(=O)c1ccc(C)cc1
    x	x	i	16	-8%	i	-2	-0.04	1218	2.9	3.6	4.0	-3.6%	-0.3	-0.33	-0.2	0.058	2	729
6	O=C(C1CCN(S(=O)(=O)Cc2ccccc2)CC1)N1CCCc2ccccc21
    -7.2	879	i	60	0%	i	25	-0.15	1163	1.7	1.5	1.9	-0.4%	-0.78	-0.2	-0.51	0.22	x	x
7	COc1cccc2cc(C(=O)N3CCCCC3C)c(=O)oc12 (stereo unspecified)
    -1.1	1232	i	47	-5%	i	-3	0.13	1045	1.5	1.4	6.9	-1.8%	-0.87	-0.13	-0.23	-0.48	2	710
8	CC1CCCCN1S(=O)(=O)c1ccc2c(c1)CCN2C(=O)C1CCC1 (stereo unspecified)
    1.0	1360	i	14	2%	i	-17	-0.39	1678	3.6	1.1	2.7	1.4%	-0.3	-0.25	-0.33	0.88	x	x
9	c1cnn(-c2cc(N3CCOCC3)ncn2)c1
    -0.8	998	i	10	21%	i	-1	0.65	1938	1.2	2.5	11	-2.0%	-0.92	-0.28	0.14	0.41	-9	742
10	Cc1nnc(NC(=O)c2c(-c3ccccc3Cl)noc2C)s1
    0.3	989	i	59	6%	i	-1	-0.06	1513	2.6	2.9	5.5	0.4%	0.8	-0.22	0.3	-0.22	-6	719
11	O=C(NCCc1c[nH]c2ccccc12)C(=O)NCC(c1ccco1)N1CCN(c2ccc(F)cc2)CC1 (stereo unspecified)
    2.0	1078	i	53	1%	i	6	0.19	1449	2.0	3.2	7.7	-3.2%	-0.51	-0.12	-0.11	0.4	-10	539
12	Cc1ccc(F)cc1NC(=O)CN1CCN(c2ccccn2)CC1
    -2.2	1025	i	30	8%	i	0	-0.76	1346	1.8	3.0	6.0	0.0%	-0.53	-0.21	-0.4	-0.2	-4	688
13	CCN1/C(=C/C=C/c2oc3ccc(-c4ccccc4)cc3[n+]2CC)Oc2ccc(-c3ccccc3)cc21
    u	x	i	56	-108%	x	x	u	x	65	5.8	25	-5.2%	-7	5.6	-2.8	-6	120*	557*
14	O=C(O)CCc1nc(-c2ccccc2Cl)no1
    -5.6	861	i	42	-9%	i	-4	1.2	1193	4.6	3.3	9.8	0.0%	-0.59	-0.22	-0.062	0.23	x	x
15	COc1ccc(CCNC(=O)Cc2c(Cl)cccc2Cl)cc1
    0.1	1079	i	53	5%	i	-10	0.08	1363	2.8	0.9	3.0	-0.7%	1.2	-0.22	0.6	0.92	-2	681
16	O=C(Nc1nc(-c2cccs2)c(C(=O)C(F)(F)F)s1)c1ccco1
    -0.3	1451	i	26	-3%	i	11	-0.24	1492	2.7	3.1	0.5	-0.6%	-1.3	-0.18	-1	0.9	-1	694
17	CC(C)C(O)(CC#CCN1CCCC1)c1ccccc1 (stereo unspecified)
    -1.1	1153	i	23	-6%	i	21	-1.3	1264	2.3	2.1	12	x	-0.61	-0.33	-0.22	1	4	674
18	CC(C)CNC(=O)CN(C)S(=O)(=O)c1ccc(F)cc1
    x	x	i	55	-2%	i	4	0.01	1321	1.5	4.1	1.9	2.2%	0.18	-0.34	0.14	0.037	6	698
19	CCn1c(SCC(=O)NCc2ccccc2)nc2nc3c(cc2c1=O)CCCC3
    -0.4	1503	i	33	6%	i	12	-0.97	1357	3.3	2.5	8.0	-0.3%	-0.36	-0.2	0.4	0.09	x	x
20	COc1cc([N+](=O)[O-])cc(/C=N/NC(=O)c2cncc(Br)c2)c1O
    1.9	831	i	56	20%	x	x	-0.52	1359	x	x	x	x	-0.16	-0.27	-0.12	0.1	x	x
21	Cc1cccc(C)c1NC(=O)N1CCC(c2nc3ccccc3o2)CC1
    0.2	1149	i	9	1%	i	-8	0.76	1125	2.1	4.2	16	0.1%	1.5	-0.085	1.8	-1.1	x	x
22	CC(C)N1C(=O)C(Cc2nc3ccccc3c(=O)n2-c2ccccc2)c2ccccc21 (stereo unspecified)
    5.7	1363	i	46	-9%	i	-36	-2.2	1208	3.2	0.6	4.5	-0.8%	0.33	-0.17	0.89	-0.12	x	x
23	CCOc1ccc(CCN2C(=O)C(=O)N([C@H](CCCN(C)Cc3ccccc3)CNCc3ccccc3)C[C@@H]2C(C)C)cc1
    -1.3	1467	x	x	12%	x	x	0.66	831	x	x	x	x	3.7	-0.76	1.9	-0.31	19	749
24	COc1ccc(CN2CCN(C(=O)CC(C)C)CC2)c(OC)c1OC
    2.4	1268	i	17	6%	i	10	0.01	1602	1.8	2.5	7.1	2.7%	-0.83	-0.22	-0.41	1.2	x	x
25	CCn1c(SCc2nc(-c3ccccc3)no2)nc2ccccc21
    0.9	1150	i	35	3%	i	-1	-0.73	1006	6.6	3.5	3.5	1.4%	-1.5	-0.24	-0.81	0.69	x	x
26	Cc1ccc(OCC(O)CN2CCN(c3ccccc3)CC2)cc1 (stereo unspecified)
    -1.7	1125	i	51	6%	i	-8	-0.77	984	2.7	3.9	5.1	-1.0%	2.7	-0.029	1.5	-0.81	x	x
27	O=C(Cn1nc(-c2nn(CC(=O)c3ccccc3)c3[n+]2CCCCC3)[n+]2c1CCCCC2)c1ccccc1
    -0.2	1281	i	17	-11%	x	x	-0.02	1096	x	x	x	x	-0.39	-0.17	-0.21	0.066	1	704
28	O=C(CSc1nccc(=O)[nH]1)Nc1ccccc1Sc1ccccc1
    -1.7	1192	i	65	-2%	i	1	-0.52	1257	2.7	1.7	6.7	2.8%	-0.04	-0.3	-0.0077	-0.65	10	730
29	O=C(Nc1nc2ccccc2[nH]1)c1ccc(S(=O)(=O)N2CCOCC2)cc1
    0.6	1490	i	15	1%	i	-8	x	x	3.6	3.0	12	-1.2%	-0.63	-0.2	-0.52	-0.12	6	699
30	CCCCOC(=O)c1[nH]c2c(c1C)C(=O)CC(c1cc(OC)c(OC)c(OC)c1)C2 (stereo unspecified)
    -0.8	1072	i	54	2%	i	10	-2.1	1405	5.8	1.7	6.3	x	0.4	-0.1	0.47	-0.62	-18	649
31	CCOC(=O)C1=NNC2C(=O)N(CC)C(=O)C12 (stereo unspecified)
    -1.6	1097	i	26	-4%	i	0	-0.08	853	2.0	1.0	3.5	-2.1%	-0.41	0.15	-0.23	0.42	-10	756
32	CCCNC(=O)C1CN(S(=O)(=O)c2ccccc2)CCN1S(=O)(=O)c1ccccc1 (stereo unspecified)
    -1.3	1037	i	25	-14%	i	-19	0.29	1362	3.3	2.4	3.2	x	-0.043	-0.2	0.31	-0.14	15	640
33	CS(=O)(=O)N1CCN(C(=O)c2cc3ccccc3oc2=O)CC1
    0.5	843	i	34	-2%	i	3	1.8	1174	7.5	1.6	9.4	-2.9%	0.36	-0.23	0.62	0.19	2	789
34	COc1ccc(OC)c(NC(=O)CSc2nnc(-c3cccnc3)s2)c1
    -1.8	1101	i	55	-5%	i	-13	0.21	1574	2.9	2.0	1.5	-1.8%	-0.32	0.31	0.094	1	3	731
